# Screening data deposited in PubChem BioAssay by MTDP.
# RNase H inhibition: RNase H inhibition, HIV 1 Gag Pol polyprotein, FRET biochemical assay, screening (AID 372); HIV-1 RT RNase H, FRET RNA/DNA substrate fluorescence; higher % means a stronger effect; one-dose inhibition, % at 10 µM; IC50 in µM for titrated hits; 0.77% of 100,000 active; in the data active = inhibition above about 50%
# The depositor's hits bear a star. This is a subset (hit frequency here may not be typical).
SMILES,RNase H inhibition
O=C1c2ccccc2-c2onc3ccc(Nc4ccc(Cl)cc4)c1c23,8.0%
Cc1ccccc1/C=N/NC(=O)c1ccc(O)c(O)c1,42.0%
N#C/C(=N\Nc1ccccc1)c1nc(-c2ccccc2)cs1,0.0%
CCOc1cc(/C=C2\SC(N3CCN(C4=NC(=O)/C(=C\c5ccc(O)c(OCC)c5)S4)CC3)=NC2=O)ccc1O,11.0%
COc1ccc(NS(=O)(=O)c2cc(C(=O)O)ccc2Br)cc1,10.0%
O=C(NCc1ccncc1)c1ccc(Br)o1,3.0%
COc1cc2c(cc1NC(=O)c1ccc(C)c([N+](=O)[O-])c1)oc1ccccc12,3.0%
CC(C)c1ccc(NC(=O)c2ccc(CN3CCc4ccccc4C3)cc2)cc1,6.0%
C1CCN(C2CCN(C3CCCC3)CC2)CC1,6.0%
CCCOC(=O)c1c(NC(=O)c2cc(OC)c(OC)c(OC)c2)sc2c1CCCC2,5.0%
COC(=O)c1ccc(N/C=C/C(=O)c2ccccc2)cc1,9.0%
CCCCS(=O)CC(CS(=O)CCCC)OC(=O)c1ccc(C)cc1 (centres undefined),8.0%
CNc1cc([N+](=O)[O-])ccc1N/C=C\C(=O)c1ccc2ccccc2c1,8.0%
Cc1ccc(NC(=O)C(=O)NCCc2ccccc2)cc1C,5.0%
Cc1cc(/C=N/NC(N)=O)c(O)c(/C=N/NC(N)=O)c1,3.0%
O=C(CNC(=O)c1ccco1)c1ccc(F)cc1,0.0%
CCc1ccc(OCCSc2nc3ccccc3c(=O)[nH]2)cc1,8.0%
COc1ccc(C2=NN(c3nc(-c4ccc(Cl)cc4)cs3)C(c3ccc(OC)cc3)C2)cc1 (centres undefined),1.0%
COc1ccc(OCC(=O)Nc2ccc(-c3nc4ncccc4o3)cc2)cc1,0.0%
CCC(C)OC(=O)C1=C(C)NC2=C(C(=O)CC(c3ccc(Cl)cc3)C2)C1c1ccccc1F (centres undefined),9.0%
CC(=O)CC(c1ccccc1)S(=O)(=O)c1ccccc1C (centres undefined),12.0%
COC(=O)C1=C(O)/C(=C/c2cc(C)n(-c3ccc(Cl)cc3Cl)c2C)N=C1C,17.0%
c1ccc2ncc(-c3ccc4ccccc4n3)cc2c1,18.0%
COc1ccc(C2(CNC(=O)/C=C/c3ccco3)CCCC2)cc1OC,2.0%
COC(=O)c1ccccc1NC(=O)CCc1ccc(Oc2cc([N+](=O)[O-])cc([N+](=O)[O-])c2)cc1,19.0%

# A different layout for some results above.
Compound | RNase H inhibition
CNc1cc([N+](=O)[O-])ccc1N/C=C\C(=O)c1ccc2ccccc2c1 | 8.0%
Cc1ccc(NC(=O)C(=O)NCCc2ccccc2)cc1C | 5.0%
Cc1cc(/C=N/NC(N)=O)c(O)c(/C=N/NC(N)=O)c1 | 3.0%

# (continued)
SMILES,RNase H inhibition
CCOc1cccc(C=Nn2c(-c3ccc(C)cc3)n[nH]c2=S)c1O,5.0%
COc1cc(NC(=O)COc2ccc(C)cc2)ccc1NC(=O)c1ccco1,16.0%
CCOC(=O)c1c(-c2ccccc2)oc2ccc(O)c(CN3CCCC3)c12,8.0%
CCOC(=O)c1c(NC(=O)c2cncc(Br)c2)sc(C)c1C,32.0%
Oc1ccc(Cl)cc1/C=N/Nc1nc2ccccc2[nH]1,10.0%
Cc1ccccc1OCCOC(=O)Nc1ccccc1,15.0%
Cc1nc(C)n(C)c(=O)c1-c1ccccc1,5.0%
COc1ccccc1OCCOc1ccc(/C=C2\SC(N)=NC2=O)cc1,15.0%
O=C1NC(=S)S/C1=C\c1ccccc1[N+](=O)[O-],21.0%
N#C/C(=C/c1ccccc1C(F)(F)F)c1ccc([N+](=O)[O-])cc1,10.0%
S=c1[nH]nc(-c2ccccc2)n1N=Cc1cccnc1,11.0%
O=Cc1ccc(OCc2ccc([N+](=O)[O-])cc2)cc1,16.0%
O=C(Cc1ccccc1)Nc1ncc(Cc2ccc(Cl)cc2Cl)s1,31.0%
N/C(=N\OC(=O)c1cccc2ccccc12)c1cccc([N+](=O)[O-])c1,6.0%
Cc1ccc(N(CC(=O)Nc2ccccc2C)S(=O)(=O)c2ccc(F)cc2)cc1,0.0%
CCN(CC)c1ccc(/C=C2\C(=O)NC(=S)N(c3ccc(F)cc3)C2=O)c(OC)c1,15.0%
COc1ccc(NC(=O)c2ccc(-c3cccc(Cl)c3)o2)cc1,9.0%
CCOc1cc(C(=O)NC(=S)Nc2cccc(C(F)(F)F)c2)cc(OCC)c1OCC,22.0%
CC(C)=C(NC(=O)c1ccccc1)C(=O)N1CCOCC1,5.0%
COc1ccc(/C=C/C(=O)Nc2cc(OC)ccc2OC)cc1,10.0%
CCn1c2ccccc2c2cc(CNC3CCCc4ccccc43)ccc21 (centres undefined),13.0%
C=CCN1C(=O)/C(=C\c2cc(OC)ccc2OC)C(=O)NC1=S,1.0%
CCSc1nncn1/N=C/c1ccc(OC)c(OC)c1,6.0%
COc1cccc(NC(=O)c2cc(-c3ccccc3)nc3ccccc23)c1,49.0%
O=C(Cc1ccccc1[N+](=O)[O-])N1CCN(c2cccc(Cl)c2)CC1,8.0%
# Later entries.
SMILES,RNase H inhibition
O=C(Nc1nc2ccccc2s1)c1cc2ccccc2o1,7.0%
CC1CCN(C(=O)c2ccc([N+](=O)[O-])cc2NC(=O)c2cccs2)CC1,7.0%
COc1ccc([N+](=O)[O-])c2ccc(=O)oc12,0.0%
CC(Cc1ccccc1)NC(=O)CC(c1ccccc1)c1ccc(O)c(Cl)c1Cl (centres undefined),16.0%
CSc1ccc(/C=N/n2nnnc2N)cc1,32.0%
CN1C(=O)NC(=O)/C(=C/c2ccc(-c3cccc(Cl)c3Cl)o2)C1=O,45.0%
CC(C)(O)C#Cc1ccc(C(=O)N2CCN(C/C=C/c3ccccc3)CC2)cc1,9.0%
O=C(/C=C/c1cc([N+](=O)[O-])ccc1OC(F)F)Nc1nc(-c2ccccc2)cs1,5.0%
CCC(C)c1ccc(NC(=O)C(Cl)(Cl)Cl)cc1 (centres undefined),19.0%
O=C(O)CSc1nnc(-c2cccs2)n1-c1ccccc1,2.0%
O=C(NCC1CCCO1)C(=O)Nc1ccc(Oc2ccccc2)cc1 (centres undefined),7.0%
Cc1cc(=O)oc2c1c(C)nn2-c1ccc(Br)cc1,7.0%
CC(C)(C)c1ccc(OCC(O)CN)cc1 (centres undefined),6.0%
Cc1ccc(OCCOc2cccc(C=O)c2)cc1C,7.0%
NC(=O)c1c(NC(=O)c2cccs2)sc2c1CCCC2,9.0%
O=S(=O)(c1ccc(Cl)cc1)n1cccc1,3.0%
O=c1c(CN2CCN(c3ccc(Cl)cc3)CC2)coc2c(Cl)cc(Cl)cc12,17.0%
CCOC(=O)/C=C(\C)NNc1nc(C)cc(=O)[nH]1,34.0%
Clc1cc2c(cc1CSc1nc3ncccc3[nH]1)OCO2,18.0%
Clc1ccc(Cl)c(SCCc2ccncc2)c1,36.0%
Cc1ccc(S(=O)(=O)N(C)CC(=O)Nc2ccccc2Cl)cc1,24.0%
O=C1C(=O)N(c2ccc(Br)cn2)C(c2ccccc2[N+](=O)[O-])/C1=C(/O)c1ccccc1 (centres undefined),4.0%
O=C(CN(c1cccc([N+](=O)[O-])c1)S(=O)(=O)c1ccccc1)Nc1ccccc1F,9.0%
O=C(c1ccc(F)cc1)c1coc2ccccc2c1=O,14.0%
C=CCc1ccc(OCCOc2ccc(/C=C3\SC(=S)NC3=O)cc2OCC)c(OC)c1,27.0%
# Carrying on:
SMILES,RNase H inhibition
N#C/C(=C\c1cc(Cl)cc(Cl)c1O)c1nc2ccccc2[nH]1,4.0%
CC(C)(C)c1ccc(C(=O)NNC(=O)c2ccc([N+](=O)[O-])cc2Cl)cc1,16.0%
CCOc1ccc(OCCOCCOc2cccc(C)c2C)cc1,17.0%
COC(=O)c1ccc(C(=O)OC)c(NC(=O)COc2cc(C)cc(C)c2)c1,15.0%
CCc1ccc(-c2nc3cc(NC(=O)Cc4ccc(Cl)cc4)ccc3o2)cc1,25.0%
O=C(Nc1ccc(Cl)c(Cl)c1)Nc1nnc(-c2ccccc2)s1,16.0%
CCOc1cc(/C=C2\C(=O)NN(c3ccccc3)C2=O)cc(Br)c1O,30.0%
CC1=C(C(=O)OC2CCCCC2)C(c2cc3c(cc2Cl)OCO3)C2=C(CC(c3ccc(Cl)cc3)CC2=O)N1 (centres undefined),6.0%
CCOC(=O)N1CCN(C(=O)C2CCN(CC3CCCCC3)CC2)CC1,7.0%
O=C(O)CN1C(=O)/C(=C2\SC(=S)NC2=O)c2ccccc21,10.0%
Cc1cccc(Nc2nc3nonc3nc2N/N=C/c2cccc(Cl)c2Cl)c1C,26.0%
O=C(COc1ccccc1)Nc1ccccc1C(=O)Nc1ccc(C(=O)O)cc1,1.0%
CCOc1ccc(NC(=O)CC2Sc3ccccc3NC2=O)c([N+](=O)[O-])c1 (centres undefined),11.0%
OC(COc1ccc(C2C=CCC2)cc1)CN1CCN(CC(O)COc2ccc(C3C=CCC3)cc2)CC1 (centres undefined),10.0%
Cc1ccc(C(=O)Nc2ccc(N3CCOCC3)cc2)cc1,8.0%
CCOC(=O)C1=C(C)NC2=C(C(=O)c3ccccc32)C1c1ccccc1OCc1cccc(F)c1 (centres undefined),10.0%
CC1(CC(=O)N/N=C/c2ccc(-c3ccc(Cl)cc3)o2)OCCO1,10.0%
CCC(=O)c1ccc(N2CCN(C(=O)c3ccc(F)cc3F)CC2)c(F)c1,8.0%
CC(=O)Nc1ccc(C(=O)Nc2ncc([N+](=O)[O-])s2)cc1,0.0%
COc1ccc(-n2c(O)c(C=Nc3ccccc3F)c(=O)[nH]c2=S)cc1,4.0%
CCOC(=O)c1ccc(NC(=S)NCC(O)c2ccccc2)cc1 (centres undefined),15.0%
O=C(CN(Cc1ccccc1)S(=O)(=O)c1ccccc1)Nc1cccc(Cl)c1,7.0%
Cc1c(C=C2C(=O)NC(=S)NC2=O)c2ccccc2n1Cc1ccc(Cl)cc1Cl,35.0%
COc1ccc(OC)c(S(=O)(=O)n2c(C)nc3ccccc32)c1,26.0%
Cc1ccc(N=Cc2ccc(-c3ccc(Cl)c(C(=O)O)c3)o2)cc1,7.0%

# Of the compounds above, these have bromine.
SMILES,RNase H inhibition
COc1ccc(NS(=O)(=O)c2cc(C(=O)O)ccc2Br)cc1,10.0%
O=C(NCc1ccncc1)c1ccc(Br)o1,3.0%
CCOC(=O)c1c(NC(=O)c2cncc(Br)c2)sc(C)c1C,32.0%
Cc1cc(=O)oc2c1c(C)nn2-c1ccc(Br)cc1,7.0%
O=C1C(=O)N(c2ccc(Br)cn2)C(c2ccccc2[N+](=O)[O-])/C1=C(/O)c1ccccc1 (centres undefined),4.0%
CCOc1cc(/C=C2\C(=O)NN(c3ccccc3)C2=O)cc(Br)c1O,30.0%

# More entries follow:
SMILES,RNase H inhibition
CCOC(=O)C1=C(C)NC(=O)NC1c1cccc(C(F)(F)F)c1 (centres undefined),7.0%
O=[N+]([O-])c1ccc2c(c1)C(C#Cc1ccccc1)C1CCCCC1(N1CCOCC1)O2 (centres undefined),57.0%*
Cc1ccccc1NC(=O)C(=O)NCc1ccco1,0.0%
CC(=O)N1N=C(c2ccc(N(C)C)cc2)CC1c1ccccc1 (centres undefined),11.0%
Cc1ccc(N=C2NC(=O)/C(=C/c3ccc(O)cc3)S2)cc1C,8.0%
COC(=O)C1=CNC=C(C(=O)OC)C1c1cccs1,5.0%
CC1(C)Cc2ccccc2C(Nc2nc(-c3ccccc3)cs2)=N1,14.0%
COc1ccc(/C=C/C(=O)NCc2ccccc2C)cc1,6.0%
COc1ccc(CC(=O)Nc2ccc3ccccc3c2)cc1,0.0%
O=C1/C(=C/c2ccc(I)o2)SC(=S)N1Cc1ccccc1,21.0%
CCOc1cc(C(=O)Nc2ccc(NC(=O)c3ccccc3)cc2)cc(OCC)c1OCC,7.0%
O=C(Nc1ccc(-c2nc3ccc(NC(=O)c4ccccc4[N+](=O)[O-])cc3[nH]2)cc1)c1ccccc1[N+](=O)[O-],13.0%
CC(=O)Nc1ccc(N2C(=O)c3cccc4c(Br)ccc(c34)C2=O)cc1,9.0%
COc1cc2c(cc1NC(=O)c1ccccc1[N+](=O)[O-])oc1ccccc12,16.0%
CCOC(=O)N/N=C(\C)C12CC3CC(CC(C3)C1)C2,14.0%
COc1ccc(S(=O)(=O)n2nc(C)cc2C)cc1,6.0%
COc1ccc(N2C(=O)c3ccc(C(=O)Nc4ccc(NC(C)=O)cc4)cc3C2=O)cc1,23.0%
C=CCc1cc(/C=C2\C(=O)NC(=O)N(c3cc(C)cc(C)c3)C2=O)cc(OCC)c1OCC(=O)O,0.0%
OC(COCC1CC=CCC1)Cn1cnc2ccccc21 (centres undefined),4.0%
Cn1/c(=N/N=C/c2c(O)ccc3ccccc23)sc2ccccc21,14.0%
COc1ccc(Cl)cc1NC(=O)CN(c1ccc(F)cc1)S(C)(=O)=O,2.0%
Cc1ccc(S(=O)(=O)N2CCN(C(C)C)CC2)cc1,0.0%
CN(C)c1ccc(/C=C/c2nc3ccccc3c(=O)n2-c2cccc3ccccc23)cc1,17.0%
CCCn1c(NCc2cccc(OC)c2O)nc2ccccc21,12.0%
Cc1ccc(/C=C(/C#N)C(=O)OC(C)C)o1,0.0%
# Other results follow.
SMILES,RNase H inhibition
Cc1ccc(-c2cc(C(=O)N3CCCCCC3)c3ccccc3n2)s1,16.0%
CCCOC(=O)C1=C(C)NC2=C(C(=O)CC(c3ccccc3)C2)C1c1cccnc1 (centres undefined),4.0%
O=C(NNC(=S)Nc1ccc(F)cc1)C(c1ccccc1)c1ccccc1,2.0%
O=C(Cc1ccc(F)cc1)NCCc1ccccc1,4.0%
O=C(/C=C/Nc1ccc([N+](=O)[O-])cc1Br)c1cccs1,3.0%
O=C(Nc1ccc(Cl)c(Cl)c1)Nc1nnc(Cc2cccc(Br)c2)s1,46.0%
COc1cc(NS(=O)(=O)c2ccc(N/C=C\C(=O)c3ccc4c(c3)OCO4)cc2)nc(OC)n1,14.0%
COc1ccc(NC(=O)Cc2ccccc2OC)c(OC)c1,4.0%
O=C(/C=C/c1cccc([N+](=O)[O-])c1)OCC(=O)c1ccc(Br)cc1,12.0%
CC(=O)Nc1nc2ccccc2n1CCCN(C)C,11.0%
CC(/C=C1\SC(=S)N(NC(=O)c2ccccc2)C1=O)=C\c1ccccc1,25.0%

# Pulled one by one from the entries so far:
SMILES,RNase H inhibition
O=C(/C=C/c1cccc([N+](=O)[O-])c1)OCC(=O)c1ccc(Br)cc1,12.0%
O=C(/C=C/Nc1ccc([N+](=O)[O-])cc1Br)c1cccs1,3.0%
